SIAE primary – human SIAE inhibitors, primary screen, biochemical, fluorescence polarization, FP-Rh probe, 1536-well HTS; Sialate O-acetylesterase (Homo sapiens), Q9HAT2; SIAE FP-Rh probe binding; inhibition, % at 9.66 µM; 370,000 compounds, 0.69% hits; AID 1053197, 2014;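 active = inhibition above a cutoff: mean of compounds within the control limits plus 3 SD of those, cut at about 17% in these data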;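 note: 0% = plate median of compound wells and 100% = probe without SIAE protein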
HTRA1 inh – HTRA1 serine protease inhibitors, primary screen, biochemical, fluorescence polarization, HTS | recombinant HTRA1, FP-rhodamine activity-based probe | inhibition, % at 5.96 µM | 340,000 compounds, 0.5% hits; in the data active = inhibition above about 36%;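 note: 0% = enzyme with DMSO and 100% = wells lacking enzyme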
TCR-CD3 inh – inhibitors of human TCR-CD3 interaction, primary screen, biochemical, fluorescence, TAMRA-labeled TCR probe; 360,000 compounds, 0.37% hits; inhibition, % at 9.4 µM; T-cell receptor (TCR); AID 651800, 2012; in the data active = inhibition above about 19%;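 note: recombinant mutant TCR 2C K166C tagged with TAMRA read by polarization; 0% = receptor in buffer alone and 100% = receptor with positive control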
NPR1 activator – GC-A stimulated cGMP production enhancers – HEK293 GC-A cells, cGMP TR-FRET, EC30 ANP, primary screen; Atrial natriuretic peptide receptor 1 (Homo sapiens), P16066; 0% at EC30 ANP, 100% saturating ANP; activation, % at 10 µM; 370,000 compounds, 0.14% hits; AID 1671463, 2021; in the data active = activation above about 40%
rCAG binder – binders of r(CAG) RNA repeats, primary screen, biochemical, fluorescence. r(CAG) RNA repeat, TO-PRO-1 dye displacement fluorescence. AID 651821, 2012. inhibition, % at 3 µM. 370,000 compounds, 1.3% hits;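 active = inhibition above the plate cutoff, the mean of all test compounds on that plate plus 3 SD, cut at about 35% in these data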;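 note: 0% = DMSO alone and 100% = 100 µM mitoxantrone as full dye displacement; higher means more dye released from RNA so lower well fluorescence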
GC-B act – human GC-B receptor activators, primary screen, HEK293 GC-B cells, cGMP TR-FRET, EC30 CNP | 370,000 compounds, 0.11% hits | activation, % at 10 µM | 0% at EC30 CNP, 100% saturating CNP;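 active = activation at 10 µM reaching about 35% in either raw or pattern-adjusted values, limit read from the data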
ABHD4 inh – ABHD4 inhibitors, primary screen, biochemical, fluorescence polarization, mouse; 370,000 compounds, 0.54% hits; (Lyso)-N-acylphosphatidylethanolamine lipase (Mus musculus), Q8VD66; purified mABHD4, FP-Rh probe fluorescence polarization; inhibition, % at 8.92 µM;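 active = inhibition exceeding the mean over every tested compound plus 3 SD, cut at about 30% in these data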;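 note: 0% = plate median of compound wells and 100% = S159A mutant with DMSO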
Target sequence (Q8VD66 whole entry, looked up): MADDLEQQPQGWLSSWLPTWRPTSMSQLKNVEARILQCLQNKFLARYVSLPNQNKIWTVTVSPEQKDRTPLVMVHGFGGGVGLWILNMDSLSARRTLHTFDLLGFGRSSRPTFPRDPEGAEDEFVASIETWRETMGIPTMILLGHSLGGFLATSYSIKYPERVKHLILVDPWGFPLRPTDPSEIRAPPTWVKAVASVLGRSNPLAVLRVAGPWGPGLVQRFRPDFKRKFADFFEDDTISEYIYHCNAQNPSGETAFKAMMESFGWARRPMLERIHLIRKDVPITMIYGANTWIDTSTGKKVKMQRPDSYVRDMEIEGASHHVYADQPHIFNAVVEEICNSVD
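Test system: mABHD4 protein | Buffer or medium: HEPES pH 7.0 buffer, 150 mM NaCl, 0.01% Pluronic F-127 | Probe or stimulus: FP-Rh fluorescent activity-based probe, added after compound pre-incubation | Timing: Pre-incubation 45 min, probe exposure 60 min, at 25 °C | Technique: Fluorescence polarization, excitation 525 nm, emission 598 nm, BODIPY TMR filters | Repeats: Single well per compound (singlicate)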
MBD2 DNA inh – inhibitors of MBD2 binding to methylated DNA, primary screen, biochemical, TR-FRET, DNA-binding domain, human | Methyl-CpG-binding domain protein 2 (Homo sapiens), Q9UBB5 | inhibition, % at 4.4 µM | AID 686964, 2013 | 370,000 compounds, 0.31% hits | MBD2 binding to methylated oligonucleotide; in the data active = inhibition above about 13%
Target sequence (Q9UBB5 whole entry, looked up, the tested form may be a part): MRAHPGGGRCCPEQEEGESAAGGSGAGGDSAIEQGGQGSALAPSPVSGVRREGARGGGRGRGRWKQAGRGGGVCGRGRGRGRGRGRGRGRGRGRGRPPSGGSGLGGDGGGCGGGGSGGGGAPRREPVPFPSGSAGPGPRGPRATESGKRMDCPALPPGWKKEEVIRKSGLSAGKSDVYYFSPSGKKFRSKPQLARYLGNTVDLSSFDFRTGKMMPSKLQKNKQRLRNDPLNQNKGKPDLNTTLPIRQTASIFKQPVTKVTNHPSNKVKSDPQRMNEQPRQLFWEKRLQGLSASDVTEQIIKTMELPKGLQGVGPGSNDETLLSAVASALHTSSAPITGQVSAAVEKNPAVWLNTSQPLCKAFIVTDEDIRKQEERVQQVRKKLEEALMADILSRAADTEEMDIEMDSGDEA
UHRF1 binding – UHRF1 methylated DNA binding inhibitors, primary screen, counter-screen for MBD2 inhibitor project, biochemical, TR-FRET, human UHRF1, single concentration; E3 ubiquitin-protein ligase UHRF1 (Homo sapiens), Q96T88; UHRF1 binding to methylated oligo; inhibition, % at 4.4 µM; 370,000 compounds, 0.75% hits; in the data active = inhibition above about 21%;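 note: UHRF1 SRA domain binding a hemimethylated CpG hairpin DNA probe; 0% = median of test compound wells and 100% = reference inhibitor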
PRMT1 FP inh – PRMT1 methyltransferase inhibitors, primary screen, biochemical, fluorescence polarization; 370,000 compounds, 1.3% hits; inhibition, % at 2.79 µM; recombinant PRMT1, activity-based probe fluorescence polarization; Protein arginine N-methyltransferase 1 (Homo sapiens), Q99873;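 active = inhibition above about 21% made by adding two undisclosed values, limit read from the data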
Target sequence (Q99873 whole entry, looked up): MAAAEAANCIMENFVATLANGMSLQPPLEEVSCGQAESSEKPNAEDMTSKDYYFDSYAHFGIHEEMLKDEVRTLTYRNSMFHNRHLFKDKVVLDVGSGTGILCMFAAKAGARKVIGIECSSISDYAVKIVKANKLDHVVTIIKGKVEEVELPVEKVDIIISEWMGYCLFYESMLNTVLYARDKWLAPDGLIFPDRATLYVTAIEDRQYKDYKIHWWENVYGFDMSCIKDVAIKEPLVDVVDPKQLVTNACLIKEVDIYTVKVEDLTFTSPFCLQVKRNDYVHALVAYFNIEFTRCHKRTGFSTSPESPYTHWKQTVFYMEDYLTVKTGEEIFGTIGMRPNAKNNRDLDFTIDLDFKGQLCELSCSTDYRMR
Active calls of the source: *; / = not tested or not shown; & = joins results of further samples. Only part of the results is shown; count on the stated rates, not on these rows.

SMILES	SIAE primary	HTRA1 inh	TCR-CD3 inh	NPR1 activator	rCAG binder	GC-B act	ABHD4 inh	MBD2 DNA inh	UHRF1 binding	PRMT1 FP inh
O=P(COCCOCCOCP(=O)(c1ccccc1)c1ccccc1)(c1ccccc1)c1ccccc1	-12	3	-11	0	-3	5	-12	5	2	5
O=C(NCCc1ccccc1)C(c1ccccc1)N(C(=O)c1csnn1)C1CC1 (stereo not given)	3	4	3	-6	-8	-3	-1	-3	-3	-3
CCOCCCN(C(=O)c1ccco1)C(C(=O)NC1CCCC1)c1cccc(OC)c1OC (stereo not given)	-1	-2	2	-2	-6	0	-1	3	0	-3
Cc1cc(C(=O)Nc2ccncc2)c2ccccc2n1	9	6	4	2	-2	-1	8	-5	0	0
O=C(/C=C/c1ccncc1)c1cc(Cl)ccc1O	15	29	0	-16	6	1	2	2	0	1
CSc1ncccc1C(=O)OCC(=O)c1cc2ccccc2o1	6	-5	-3	3	7	1	8	3	5	-2
CCN(c1ccc(OC)cc1)S(=O)(=O)c1nnc(NC(=O)C(C)C)s1	-1	-3	-8	0	3	1	-1	0	1	1
S=C(Nc1ccccc1)N1CCC(Cc2ccccc2)CC1	6	-10	-4	-5	-6	0	-10	-7	-1	-2
COC(=O)c1ccccc1NC(=O)c1ccc(COc2ccc(C)c(C)c2)o1	-10	-42	-1	-5	5	-2	-14	2	5	-1
C[C@@H]1CN(C(=O)c2nc3ccc(Cl)cn3c2CNCC[C@@H]2C[C@@H]3C=C[C@H]2C3)C[C@H](C)O1	4	6	5	-2	-8	-3	1	-1	-3	0
C#CCN(C[C@@H]1[C@@H](OC(=O)NCc2ccc(OC)c(OC)c2)[C@@H](OC(=O)NCc2ccc(OC)c(OC)c2)CN(C(=O)OC(C)C)N1C(=O)OC(C)C)S(=O)(=O)c1ccc(C)cc1	-8	-13	8	3	7	4	-13	-1	-4	-3
O=S(=O)(NCc1ccco1)N1CCOCC1	-3	0	-2	-1	-2	-1	-4	1	2	3
CC(=O)OC1CC(c2cc(C(C)(C)C)c(O)c(C(C)(C)C)c2)=NO1 (stereo not given)	2	-25	-4	7	-6	7	-9	6	-2	0
CCOC(=O)c1c(NC(=O)C2CCCCC2)sc2c1CCN(CC)C2	-1	-4	-3	0	-2	5	5	-2	2	2
COc1ccc(CN(C)C[C@H]2OCCCC[C@@H](C)Oc3ccc(NS(C)(=O)=O)cc3C(=O)N([C@H](C)CO)C[C@@H]2C)cc1	5	4	8	2	0	4	8	-2	-1	2
COC(=O)c1c(NC(=O)COC(=O)c2ccc(Cl)cc2[N+](=O)[O-])sc2c1CCCCC2	2	1	2	19	1	4	4	3	-1	0
COc1ccc(CNC(=O)CSc2nc3ccc(C)cc3[nH]2)cc1OC	-2	3	-12	1	2	-3	-1	-5	3	0
c1ccc(COc2cccc(CNCc3cccnc3)c2)cc1	2	-11	4	0	-3	5	2	3	-3	-1
CC1CC(=O)c2cn3c(nc2C1)nc1ccccc13 (stereo not given)	14	0	11	2	0	-3	4	-1	-5	2
Cc1cccc(NC(=S)NCC(c2cccnc2)N2CCOCC2)c1C (stereo not given)	-4	-4	-5	-2	3	1	1	4	3	2
O=C(NC1CCCCC1)C1CCCN(S(=O)(=O)c2cccc3cccnc23)C1 (stereo not given)	-2	-3	-2	1	-5	-1	-1	2	-1	-5
COc1ccccc1[C@@H]1C(c2ccc(F)cc2)=NN(c2ccccc2)[C@H]1C(=O)N1CCOC1=O	3	-6	-3	-11	23	-11	-20	9	8	5
CN(CC(=O)N1CCN(Cc2ccccc2)CC1)C(=O)Cc1cccc2ccccc12	2	4	3	2	0	-1	-3	-7	-1	-5
COC(=O)C1CC(O)CN1C(=O)NC1CCCCC1 (stereo not given)	1	/	5	0	2	1	0	-2	2	-1
CC(=O)c1ccc(NC(=O)CSc2n[nH]c(-c3cccnc3)n2)cc1	3	-1	-2	-5	7	-9	4	-1	0	3
O=C(CSCc1c(Cl)cccc1Cl)NN=C1CCCC1	-9	-3	3	5	1	4	-19	-1	1	-6
CCn1c(C)cs/c1=N\S(=O)(=O)c1ccccc1	4	-1	1	-1	-3	4	1	-6	-2	-1
OCC1(Cc2cccc(Cl)c2)CCCN(Cc2sc(N3CCCC3)nc2Cl)C1 (stereo not given)	-4	-22	-7	-3	-2	8	-8	-5	2	0
CC(NC(=O)CCc1ccc(S(=O)(=O)NC2CCCCC2)cc1)c1ccccc1 (stereo not given)	5	-6	1	-3	-2	-1	-1	1	-2	-1
O=C(NCc1ccco1)c1sc(=S)n2c1[nH]c(=O)c1ccccc12	-30	7	4	-1	62*	4	25	-11	-6	4
COc1cc(OC)c(C2SCCN2S(=O)(=O)c2ccc(F)cc2)cc1OC (stereo not given)	2	4	-5	2	-3	0	7	0	-1	3
Cn1nnnc1Sc1ccc(C(=O)O)cc1[N+](=O)[O-]	0	3	-10	-3	2	2	4	3	3	5
COc1ccccc1C(=O)NC(=O)COC(=O)c1ccc(Cl)cc1[N+](=O)[O-]	5	-5	-2	-4	0	-3	3	-7	-1	-2
CC(C)CC(=O)Nc1ccc(S(=O)(=O)NCc2ccco2)cc1	-5	-7	-2	-1	3	8	2	6	4	4
CCCCn1c(=N)n(CC(O)COc2cccc(C)c2)c2ccccc21 (stereo not given)	2	-2	-8	-24	14	-19	0	1	2	2
Cc1ccc(S(=O)(=O)N2CCOCC2)cc1C(=O)OCC(=O)Nc1ccc2c(c1)OCO2	4	-1	1	4	3	3	0	-2	-2	0
COCc1cc(C)nc(Nc2cc(C)ccc2C)c1C#N	1	1	1	1	-5	0	1	3	2	5
Cc1cc(OC(=O)c2cccc(C(F)(F)F)c2)c([N+](=O)[O-])c(=O)[nH]1	-5	1	-10	4	-1	-10	-10	4	-3	12
C=Cc1ccc(Cn2c(C)c(C(=O)NCc3cccc(C(F)(F)F)c3)sc2=O)cc1	-20	/	2	-3	0	-3	-4	2	-1	-1
Cc1ccc([C@H]2N[C@]3(CCCN(Cc4ccc(F)cc4)C3=O)[C@H]3C(=O)N(C)C(=O)[C@@H]23)cc1	0	2	0	0	-1	2	5	1	0	2

Complete entries, quoted from the list.
CCCCn1c(=N)n(CC(O)COc2cccc(C)c2)c2ccccc21 (stereo not given) in the list: SIAE primary: 2; HTRA1 inh: -2; TCR-CD3 inh: -8; NPR1 activator: -24; rCAG binder: 14; GC-B act: -19; ABHD4 inh: 0; MBD2 DNA inh: 1; UHRF1 binding: 2; PRMT1 FP inh: 2
O=C(NCc1ccco1)c1sc(=S)n2c1[nH]c(=O)c1ccccc12 in the list: SIAE primary: -30; HTRA1 inh: 7; TCR-CD3 inh: 4; NPR1 activator: -1; rCAG binder: 62*; GC-B act: 4; ABHD4 inh: 25; MBD2 DNA inh: -11; UHRF1 binding: -6; PRMT1 FP inh: 4

The list continues.
SMILES	SIAE primary	HTRA1 inh	TCR-CD3 inh	NPR1 activator	rCAG binder	GC-B act	ABHD4 inh	MBD2 DNA inh	UHRF1 binding	PRMT1 FP inh
CCCCNC(=O)CCc1nc2cccnc2n1Cc1ccc(OC)cc1	0	-3	0	13	-5	11	5	1	9	1
CNC(=O)/C(C#N)=C\c1ccc(CNS(=O)(=O)c2ccccc2)o1	3	-1	1	2	-2	5	6	1	2	-1
CCCCn1c(N)c(N(CCOC)C(=O)c2ccc(-c3ccc([N+](=O)[O-])cc3)o2)c(=O)[nH]c1=O	-2	7	6	1	6	-3	6	-1	7	-4
Cc1c(NC(=S)NC(=O)CC(C)C)c(=O)n(-c2ccccc2)n1C	-9	1	-10	-4	0	-1	-8	2	6	9
O=C(Cn1ccc([N+](=O)[O-])n1)NCCc1c[nH]c2ccccc12	3	-1	-1	1	-2	10	3	3	0	3
Cc1cc(C)n2c(SC/C(O)=C(\C#N)c3nc4ccccc4[nH]3)nnc2n1	5	28	13	-3	37*	-4	20	6	0	4
CCNC(=S)N(CCc1c(C)[nH]c2ccc(C)cc12)Cc1cccnc1	14	-2	-6	-13	0	-1	1	1	-3	-1
COc1ccc(OCC(=O)N/N=C/c2ccc(N(C)C)cc2)cc1	-1	5	1	3	-6	-1	-2	1	-2	-2
O=S(=O)(N/N=C\c1ccc2c(c1)OCO2)c1ccc(Cl)cc1	7	0	1	1	7	0	5	-2	-2	0
CC(NC(=O)C1CCC(C(C)(C)C)CC1)C(c1ccccc1)N1CCOCC1 (stereo not given)	-5	-4	-6	7	-3	1	-3	3	3	5
COc1ccccc1NC(=O)c1ccccc1C(=O)Nc1ccccc1OC	10	-10	6	1	-4	-6	-1	4	-2	0
CCc1nc(NCc2ccccn2)c2oc3ccccc3c2n1	5	-1	3	-5	-2	-10	1	1	-1	0
CN1CCCN(Cc2cccc3ccccc23)CC1	7	7	-4	-2	-2	-4	11	0	3	-1
Cc1ccc(C(=O)Nc2nc(-c3ccc4c(c3)OCCO4)cs2)o1	-11	-21	0	2	8	-6	-14	2	1	3
CC1(C)C[C@H]2C3=CCC4[C@@]5(C)CC[C@H](O)[C@](C)(CO)C5CC[C@@]4(C)[C@]3(C)C[C@@H](O)[C@@]2(CO)[C@@H](O)[C@@H]1O (stereo not given in full)	0	0	10	3	-4	4	0	-3	1	-1
Cc1cc(C)cc(NC(=O)CSc2n[nH]c(-c3cccnc3)n2)c1	7	-5	-11	-3	1	2	-10	-5	1	5
COc1ccc(N2CCN(CC(=O)NCc3ccc(Cl)cc3)CC2)cc1	2	7	8	2	-7	0	-2	1	-1	-1
COc1cccc(/C=C/C(=O)NCc2cn3cc(Cl)ccc3n2)c1	1	-4	-4	3	0	0	-4	-3	-4	-1
C/C(=N\NC(=S)Nc1cccc(C)c1)c1cccc(N)c1	5	-6	-1	-4	7	0	5	3	-5	-1
N/C(=N\OC(=O)/C=C/c1ccccc1)c1ccccn1	3	0	5	2	0	-4	1	3	24*	-3
CC(=O)C1CCC2C3CCC4=CC(=O)CCC4(C)C3(F)C(O)CC12C (stereo not given)	-1	0	10	0	2	3	8	-5	-2	-3
COc1ccc(NS(=O)(=O)c2cc(NC(=O)c3ccc(=O)[nH]n3)ccc2C)cc1	-1	-7	0	-17	6	-16	-3	1	2	3
COC(=O)[C@H](C(C)C)N(CCCc1cn(CC2CCCCC2)nn1)S(=O)(=O)c1ccc(F)cc1Br	-4	/	/	-2	1	7	-3	-5	10	-3
COc1ccc(NC(=O)c2ccco2)cc1NC(=O)c1cccnc1	-4	0	-10	-2	4	-1	-8	-1	0	4
COc1ccccc1NC(=O)Nc1nc(CC(=O)N2CCN(c3ccccc3OC)CC2)cs1	4	-22	7	0	4	-3	-3	-2	-2	-2
COc1cc(Nc2ccccn2)cc(C(=O)Nc2cccc(C(F)(F)F)c2)c1	0&-9	-92&-93	4&2	-2&-3	6&6	4&3	-15&-16	1&-3	1&-1	6&1
Cc1nn(C)cc1CN(C)C(=O)CCc1nnc(CCC2CCCCC2)o1	-2	7	-4	1	-7	9	-1	6	4	10
Cc1cc(C)c(C(=O)COC(=O)Cn2cnnn2)cc1C	7	-2	-4	1	-2	5	4	3	-1	0

Source: PubChem
